TROY signal inh: inhibitors of TROY-dependent NF-kB signaling. Q293 LMP1-TROYcd NF-kB luciferase reporter, 4 h. 360,000 compounds, 0.98% hits. inhibition, % at 10 µM. AID 1347056;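 active = compounds whose plate-normalised and pattern-corrected inhibition of the luciferase reporter signal at the single screening dose is 50% or more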
COUP-TFII inh: NR2F2 (human) inhibition, primary screen; P24468; AID 686940; inhibition, % at 8.6 µM; HEK293T NGFI-A luciferase reporter, luminescence; 370,000 compounds, 0.7% hits;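 active = inhibition above a per-plate cutoff, mean inhibition of test wells between control levels plus 3 SD, cut at about 38% in these data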;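 also: cells cotransfected with COUP-TFII expression vector driving the NGFI-A reporter; 0% = median of COUP-TF2 test wells and 100% = reporter-only cells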
KKLEB tox: counter-screen for CF NF-kB inhibitors: cytotoxicity. KKLEB CF airway cells viability, ATPlite luminescence, overnight; stronger effect = lower value; cells stimulated with P. aeruginosa culture filtrate. activity change (cytotoxicity), % at 5 µM. 360,000 compounds, 0.36% hits;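 active = corrected activity change at or below -50% at 5 µM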
Shn3 3UTR inh: reduces Shn3 3'UTR luciferase signal in osteoblasts | 360,000 compounds, 0.52% hits | Clone20 osteoblast Shn3 3'UTR firefly luciferase, 24 h | inhibition, % at 12.5 µM;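 active = mean inhibition of at least 75% with every replicate also reaching 75%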;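 also: 0% = median of neutral control wells and 100% = pilot-screen positive control compound; some compounds past the cut are filed as inactive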
LMP1 NFkB inh: Epstein-Barr LMP1 NF-kappaB reporter inhibition; LMP1-induced NF-kappaB luciferase reporter cells, luminescence; inhibition, % at 12.5 µM; 350,000 compounds, 0.69% hits; AID 504558; in the data active = inhibition above about 41%;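 also: 0% = neutral control wells and 100% = reference inhibitor control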
NR5A2 inv ag: NR5A2 inverse agonism in reporter assay | inhibition, % at 3.6 µM | HEK293T StAR-luciferase reporter, LRH-1 transfected, 24 h | O00482 | 360,000 compounds, 0.13% hits;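 active = inhibition above the mean inhibition of all tested compounds plus 3 SD, cut at about 73% in these data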;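 also: 0% = DMSO wells and 100% = reporter-only cells lacking LRH-1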
CF NFkB block: blocks PAF-induced NF-kB reporter in cystic fibrosis cells. 360,000 compounds, 0.86% hits. inhibition, % at 5 µM. KKLEB NF-kB-GFP reporter, GFP fluorescence overnight;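 active = at least 50% inhibition at 5 µM, scaled per plate between neutral and stimulator controls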;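 also: PAF is a Pseudomonas aeruginosa culture filtrate used as stimulus; plate controls were PAF-stimulated DMSO wells for no effect and unstimulated DMSO wells for full effect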
C8 TRAIL sens: caspase-8 TRAIL sensitization; inhibition (viability loss, TRAIL sensitization), % at 10 µM; 360,000 compounds, 1% hits; NB7+C8 cells + TRAIL, ATPlite viability luminescence;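 active = compounds causing at least 50% loss of cell viability in the single-dose screen, relative to plate controls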
TWEAK-Fn14 inh: blocks TWEAK-Fn14 interaction in a reporter cell assay | TWEAK-stimulated Fn14 reporter cells, luciferase luminescence, 8 h | inhibition, % at 10 µM | 360,000 compounds, 2% hits | AID 1159606; in the data active = inhibition above about 50%
NCOA3 inh: inhibitors of human steroid receptor coactivator 3 (SRC3) | AID 588352 | HEK293 GAL4-SRC3 luciferase reporter, luminescence | 360,000 compounds, 0.17% hits | inhibition, % at 3.6 µM;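 active = inhibition above a per-campaign cutoff, the mean of all compounds plus 3 SD, cut at about 60% in these data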;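 also: 0% = DMSO-treated cells and 100% = gossypol-treated cells at 36 µM; higher means less SRC3-driven luciferase light from the GAL4 reporter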
NCOA1 inh: inhibitors of human steroid receptor coactivator 1 (SRC1). AID 588354. Q15788. inhibition, % at 3.6 µM. HEK293 GAL4-SRC1 luciferase reporter, luminescence. 360,000 compounds, 0.12% hits;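 active = inhibition above the campaign mean plus 3 SD, with each screening campaign given its own cutoff, cut at about 60% in these data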;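 also: 0% = DMSO treated cells and 100% = gossypol at 36 µM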
Target sequence (Q15788 whole entry, looked up, the tested form may be a part): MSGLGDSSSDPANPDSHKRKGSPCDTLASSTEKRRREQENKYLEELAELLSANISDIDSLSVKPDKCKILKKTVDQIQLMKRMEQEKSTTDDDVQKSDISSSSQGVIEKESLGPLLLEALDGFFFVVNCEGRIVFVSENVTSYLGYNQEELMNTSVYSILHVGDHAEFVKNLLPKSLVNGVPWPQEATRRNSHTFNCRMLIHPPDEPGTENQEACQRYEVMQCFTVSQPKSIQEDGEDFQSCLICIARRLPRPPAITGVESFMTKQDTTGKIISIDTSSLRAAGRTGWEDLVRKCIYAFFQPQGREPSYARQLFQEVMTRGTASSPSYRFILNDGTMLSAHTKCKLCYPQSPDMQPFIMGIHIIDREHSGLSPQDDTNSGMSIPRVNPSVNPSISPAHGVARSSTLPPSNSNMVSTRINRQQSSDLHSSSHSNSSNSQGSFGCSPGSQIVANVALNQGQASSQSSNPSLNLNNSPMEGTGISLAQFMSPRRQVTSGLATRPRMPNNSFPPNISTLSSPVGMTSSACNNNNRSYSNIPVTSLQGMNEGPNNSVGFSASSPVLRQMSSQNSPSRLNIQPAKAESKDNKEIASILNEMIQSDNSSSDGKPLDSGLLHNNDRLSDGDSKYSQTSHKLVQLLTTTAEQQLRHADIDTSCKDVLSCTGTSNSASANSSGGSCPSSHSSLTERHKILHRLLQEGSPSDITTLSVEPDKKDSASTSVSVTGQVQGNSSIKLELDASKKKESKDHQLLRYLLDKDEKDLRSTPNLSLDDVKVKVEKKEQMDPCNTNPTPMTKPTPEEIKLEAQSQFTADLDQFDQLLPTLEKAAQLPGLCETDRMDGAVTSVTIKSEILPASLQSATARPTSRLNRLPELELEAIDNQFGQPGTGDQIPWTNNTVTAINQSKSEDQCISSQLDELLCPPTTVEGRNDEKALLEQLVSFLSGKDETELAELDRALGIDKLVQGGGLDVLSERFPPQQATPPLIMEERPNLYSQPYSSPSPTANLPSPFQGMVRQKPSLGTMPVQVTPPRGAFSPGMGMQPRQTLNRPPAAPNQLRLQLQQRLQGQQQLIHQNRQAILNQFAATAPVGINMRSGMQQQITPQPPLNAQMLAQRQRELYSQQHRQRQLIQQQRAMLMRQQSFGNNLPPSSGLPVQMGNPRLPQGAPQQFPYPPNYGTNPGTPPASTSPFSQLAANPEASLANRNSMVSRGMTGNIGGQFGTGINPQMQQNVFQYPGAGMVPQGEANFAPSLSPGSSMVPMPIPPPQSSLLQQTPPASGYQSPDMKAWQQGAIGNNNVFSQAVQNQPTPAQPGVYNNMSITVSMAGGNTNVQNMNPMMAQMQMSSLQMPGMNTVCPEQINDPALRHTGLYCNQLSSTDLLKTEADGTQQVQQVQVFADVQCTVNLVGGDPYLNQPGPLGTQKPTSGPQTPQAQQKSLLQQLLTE
* = called active by the depositor; · = not tested or not shown.

SMILES | TROY signal inh | COUP-TFII inh | KKLEB tox | Shn3 3UTR inh | LMP1 NFkB inh | NR5A2 inv ag | CF NFkB block | C8 TRAIL sens | TWEAK-Fn14 inh | NCOA3 inh | NCOA1 inh
OCCN(CCO)CC(O)CN1c2ccccc2Sc2ccccc21 (stereo not drawn) | 5 | · | -2 | -1 | 4 | 6 | 2 | 2 | 1 | -13 | 5
Cc1nc(N)sc1C(=O)Nc1ccccc1 | -15 | -27 | 12 | -24 | -5 | -25 | -7 | 7 | -12 | -56 | -37
CCC(=O)N1CCN=C1SCc1ccccc1Cl | -30 | 14 | 0 | -6 | 0 | 3 | 7 | -13 | -17 | 15 | 12
COCCn1c(C)cc(C(=O)COC(=O)CCS(=O)(=O)c2ccc(C)cc2)c1C | 12 | -7 | -2 | -24 | 4 | -6 | 7 | 13 | -11 | -20 | -7
Cn1cccc1C(=O)NC(=O)COC(=O)c1cc(Cl)ccc1[N+](=O)[O-] | -2 | 20 | 0 | -1 | -1 | 4 | 2 | -27 | -8 | 4 | -1
CCCN(CCC)C(=O)CSc1nc2n[nH]c(C)c2c(=N)n1-c1ccc(OC)cc1 | 19 | 24 | 10 | 13 | -1 | -13 | 2 | 8 | 30 | -22 | -14
Cc1cc(C)cc(-n2c3ccc(NC(=O)Cc4cccc5ccccc45)cc3c(=O)n2C)c1 | 24 | -11 | -22 | 14 | · | -42 | 45 | 22 | 44 | 10 | -6
Cc1cc2nc(CS(=O)(=O)c3ccccc3)cc(=O)n2[nH]1 | 6 | 6 | -7 | -10 | 2 | -3 | -1 | -2 | -4 | -12 | -18
CC(C)n1c(O)c(N=NC(=O)CNC(=O)CCc2ccccc2)c2ccccc21 | 0 | 3 | -3 | -2 | -8 | -14 | -18 | 6 | -10 | 7 | 2
CCCCCCC(=O)Nc1nc(C)c(-c2csc(Nc3ccc(Cl)cc3)n2)s1 | -33 | · | 3 | 23 | -4 | 16 | -5 | 26 | 8 | 0 | 5
O=C(CSc1ccc(-c2ccc(F)cc2)nn1)NC1CCCCC1 | 21 | 8 | -1 | 5 | 9 | 6 | -5 | 6 | 1 | 10 | 11
CCCCCCCCCCCCCCCC(=O)OCC1OC(n2ccc(N)nc2=O)C(O)C1O (stereo not drawn) | 14 | 10 | -9 | 76 | -2 | -5 | 18 | 1 | -12 | 3 | -18
COc1ccc(S(=O)(=O)N2CCN(Cc3cccc(OC)c3OC)CC2)cc1 | -7 | 11 | 5 | -7 | -2 | 7 | 6 | 7 | -2 | 4 | 5
CCOC(=O)N1CCN(c2ccc(O)cc2)CC1 | 2 | -3 | -6 | -6 | -2 | -8 | 2 | 8 | -1 | -1 | 7
Cc1ccc(N2C(N)=C(C#N)C(c3cccnc3)C3=C2CC(C)(C)CC3=O)cc1 (stereo not drawn) | -14 | -5 | 2 | 0 | -12 | 0 | 0 | -5 | -15 | 24 | 9
Cc1c(C#N)c(N=CN(C)C)c(C(=O)c2ccc(Br)cc2)n1-c1ccc(Cl)cc1 | -3 | 16 | -20 | -4 | 4 | 8 | 20 | 4 | -16 | -5 | -66
COc1ccccc1N1CCN(CC(O)COc2ccc(C)cc2C)CC1 (stereo not drawn) | -1 | 7 | -6 | -17 | 0 | 1 | -4 | 7 | 8 | -8 | -3
CCOC(=O)c1c(C)[nH]c(C)c1C(=O)COC(=O)[C@@H](NC(=O)c1ccco1)C(C)C | 4 | 6 | -10 | -6 | 32 | 0 | 10 | 9 | -4 | -15 | -3
CNC(=O)CN(C)S(=O)(=O)c1ccc(OC)c(Cl)c1 | 4 | 12 | 12 | 2 | 15 | 23 | -5 | 3 | 7 | 2 | 6
O=C(NC(=S)N1CCCCCC1)c1ccccc1Cl | 10 | 21 | 14 | -1 | 11 | 19 | 12 | -4 | 13 | 0 | 5
COc1cc2[nH]c(=O)n(CCC(=O)NCc3cccnc3)c(=O)c2cc1OC | 10 | -1 | -3 | -6 | 7 | 15 | -1 | -3 | 8 | 5 | -2
CC(c1ccccc1)n1c(CCCO)nc2ccccc21 (stereo not drawn) | -4 | -4 | -6 | -23 | 8 | -4 | -3 | 4 | -9 | -12 | -3
O=C(c1cccs1)n1nc(-c2ccc(Cl)cc2)nc1NCc1ccco1 | -23 | 4 | -20 | -28 | -6 | 21 | 0 | 1 | -12 | 8 | 0
COc1ccc(CNC(=O)COC(=O)c2cccs2)cc1 | 8 | -3 | 8 | -8 | -1 | 13 | -16 | 12 | 2 | -7 | 7
CC(C)C[C@H]1CN([C@@H](CC(C)C)CN2CCC[C@H]2CN2C(=O)C(=O)NC[C@@H]2Cc2ccc(O)cc2)C(=O)C(=O)N1CC1CCCCC1 | 8 | 5 | · | · | · | -5 | · | -20 | 0 | · | ·

Complete entries, quoted from the list:
Cc1c(C#N)c(N=CN(C)C)c(C(=O)c2ccc(Br)cc2)n1-c1ccc(Cl)cc1 across the screens: TROY signal inh: -3; COUP-TFII inh: 16; KKLEB tox: -20; Shn3 3UTR inh: -4; LMP1 NFkB inh: 4; NR5A2 inv ag: 8; CF NFkB block: 20; C8 TRAIL sens: 4; TWEAK-Fn14 inh: -16; NCOA3 inh: -5; NCOA1 inh: -66
COc1ccc(CNC(=O)COC(=O)c2cccs2)cc1 across the screens: TROY signal inh: 8; COUP-TFII inh: -3; KKLEB tox: 8; Shn3 3UTR inh: -8; LMP1 NFkB inh: -1; NR5A2 inv ag: 13; CF NFkB block: -16; C8 TRAIL sens: 12; TWEAK-Fn14 inh: 2; NCOA3 inh: -7; NCOA1 inh: 7

Some of the entries so far, with values under each structure:
Screens in order: TROY signal inh, COUP-TFII inh, KKLEB tox, Shn3 3UTR inh, LMP1 NFkB inh, NR5A2 inv ag, CF NFkB block, C8 TRAIL sens, TWEAK-Fn14 inh, NCOA3 inh, NCOA1 inh
O=C(CSc1ccc(-c2ccc(F)cc2)nn1)NC1CCCCC1
    21, 8, -1, 5, 9, 6, -5, 6, 1, 10, 11
CC(c1ccccc1)n1c(CCCO)nc2ccccc21 (stereo not drawn)
    -4, -4, -6, -23, 8, -4, -3, 4, -9, -12, -3

The list continues:
SMILES | TROY signal inh | COUP-TFII inh | KKLEB tox | Shn3 3UTR inh | LMP1 NFkB inh | NR5A2 inv ag | CF NFkB block | C8 TRAIL sens | TWEAK-Fn14 inh | NCOA3 inh | NCOA1 inh
N=C1C(c2ccccc2)=C(O)C2CCc3ccccc3N12 (stereo not drawn) | -14 | -1 | -10 | 5 | -13 | 5 | -6 | -15 | 10 | 0 | 2
CCOc1ccc2nc(NC3=NC(C)(C)C=C(C)N3)nc(C)c2c1 | 2 | 20 | -5 | 32 | -32 | 4 | -28 | 6 | -80 | 8 | 7
Cc1ccc(-c2c(C#N)c(N)nc3c2CCCCC3)o1 | -2 | 20 | 3 | -8 | 1 | 0 | 13 | -8 | 12 | -9 | -6
Cc1cc(Cl)ccc1OC(C)C(=O)NCCCCc1ccccc1 (stereo not drawn) | 13 | 3 | 0 | 9 | 0 | -16 | 5 | -12 | -11 | 8 | 0
COc1cc(CC(=O)N2CCc3ccccc32)cc(OC)c1OC | 15 | 22 | -9 | 17 | 2 | 1 | -11 | 1 | 10 | 8 | -8
COc1ccc(-c2csc3ncnc(Cl)c23)cc1 | -3 | -5 | -13 | -16 | 5 | 2 | 29 | 15 | 13 | 24 | 7
COc1cccc(C(=O)N2CCN(Cc3nc(-c4ccoc4)oc3C)CC2)c1 | 6 | -14 | 16 | -14 | -4 | 1 | -31 | -15 | -18 | -5 | -8
CN(C(=O)CN1C(=O)S/C(=C\c2cccc(Cl)c2)C1=O)C1CCS(=O)(=O)C1 (stereo not drawn) | 2 | 3 | 17 | -8 | -7 | -1 | -29 | 14 | -6 | -12 | 12
CN1OC[C@@H]2CN3C(=O)N(c4cccc5ccccc45)c4ccccc4[C@@H]3C[C@@H]21 | 12 | -9 | 16 | -5 | · | -2 | -19 | 1 | 2 | -7 | -7
CCC(=O)Nc1nnc(-c2ccccn2)o1 | -13 | -2 | 19 | 7 | 6 | 3 | 0 | 3 | -17 | -2 | 2
CC(C)c1ccc(N(C(=O)c2csnn2)C(C(=O)NC2CCCC2)c2ccncc2)cc1 (stereo not drawn) | -36 | -30 | -4 | -22 | -19 | -115 | -7 | 6 | -11 | -62 | -75
O=C(NCCc1ccccc1F)C1CCC(=O)N(Cc2ccc(Cl)cc2)C1 (stereo not drawn) | -13 | 0 | 4 | -7 | 6 | -10 | 13 | -16 | 4 | 16 | -16
COc1ccc(C(=O)CSC(=S)N2CCCCC2)cc1 | 12 | · | -24 | -34 | · | -146 | 7 | 6 | 60* | -67 | -104
Cc1nc(NCCc2ccc(Cl)cc2)c2nnn(Cc3ccccc3)c2n1 | 2 | 4 | -5 | -3 | -14 | 4 | -6 | -8 | -26 | 6 | -4
O=C(/C=C/c1ccccc1)NC(=S)NNC(=O)c1cccnc1 | -2 | 13 | -2 | -6 | 2 | -36 | -14 | 10 | 14 | -3 | 0
COc1ccc(C(=O)/C=C/c2ccc(-c3ccccc3)cc2)cc1CSCC(=O)O | 21 | -10 | -19 | 18 | 5 | 13 | 21 | 12 | 10 | 24 | -24
CC[C@]12C(=O)N(C)C[C@H]([C@@H]3C(=O)N(Cc4ccccc4)C(=O)[C@@H]31)N2C(=O)c1ccc(Br)cc1 | -20 | -3 | -18 | 0 | 1 | 10 | -1 | -15 | -2 | -4 | 11
CN(Cc1ccccc1NCC(=O)Nc1ccccc1C#N)C1CCCCC1 | -22 | 16 | 3 | 4 | 2 | 9 | 0 | 4 | -7 | 2 | -9
O=c1cc(-c2ccccc2)oc2cc(OCc3ccccc3)cc(O)c12 | -8 | -5 | -22 | -10 | -9 | 1 | -2 | -1 | -10 | 10 | 1

Fetched by structure from the list above, five records:
SMILES | TROY signal inh | COUP-TFII inh | KKLEB tox | Shn3 3UTR inh | LMP1 NFkB inh | NR5A2 inv ag | CF NFkB block | C8 TRAIL sens | TWEAK-Fn14 inh | NCOA3 inh | NCOA1 inh
CC[C@]12C(=O)N(C)C[C@H]([C@@H]3C(=O)N(Cc4ccccc4)C(=O)[C@@H]31)N2C(=O)c1ccc(Br)cc1 | -20 | -3 | -18 | 0 | 1 | 10 | -1 | -15 | -2 | -4 | 11
Cc1ccc(-c2c(C#N)c(N)nc3c2CCCCC3)o1 | -2 | 20 | 3 | -8 | 1 | 0 | 13 | -8 | 12 | -9 | -6
COc1cccc(C(=O)N2CCN(Cc3nc(-c4ccoc4)oc3C)CC2)c1 | 6 | -14 | 16 | -14 | -4 | 1 | -31 | -15 | -18 | -5 | -8
O=C(/C=C/c1ccccc1)NC(=S)NNC(=O)c1cccnc1 | -2 | 13 | -2 | -6 | 2 | -36 | -14 | 10 | 14 | -3 | 0
N=C1C(c2ccccc2)=C(O)C2CCc3ccccc3N12 (stereo not drawn) | -14 | -1 | -10 | 5 | -13 | 5 | -6 | -15 | 10 | 0 | 2

These rows are one share of the data. The share of hits here may be higher or lower than overall.
